PG9 binder – binds the HIV-1 gp120 antibody PG9. TR-FRET gp120-PG9 antibody binding. inhibition, % at 6.7 µM. 360,000 compounds, 0.43% hits. AID 624416; in the data active = inhibition above about 8.5%
GAA850 FXN act – increases GAA850 frataxin promoter reporter activity. HEK293 lucGAA850 FXN promoter luciferase reporter, 24 h; percent of 10 µM SAHA response. activation, % at 6 µM. 360,000 compounds, 0.56% hits;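 active = activation above the average of all compounds screened plus 3 SD, cutoff fixed separately per campaign, cut at about 7.5% in these data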;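 note: 0% = DMSO wells and 100% = 10 µM SAHA wells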
PLCb3 inh – inhibitors of human phospholipase C beta3 | Q01970 | Purified PLC-beta3, fluorogenic substrate, fluorescence | inhibition, % at 12.2 µM | 370,000 compounds, 0.18% hits | AID 720704; in the data active = inhibition above about 11%;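 note: 0% = median of compound wells on plate and 100% = full blocker control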
HGIII-sPLA2 inh – Inhibits HGIII-sPLA2 liposome hydrolysis, primary screen. inhibition, % at 12.2 µM. Q9NZ20. 370,000 compounds, 0.56% hits. QFRET BODIPY PC-A2 liposome hydrolysis, fluorescence;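 active = inhibition above mean plus 3 SD of compounds lying within the high and low control bounds, cut at about 19% in these data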;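 note: 0% = median of test compound wells and 100% = no enzyme DMSO wells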
Target sequence (Q9NZ20 whole entry, looked up): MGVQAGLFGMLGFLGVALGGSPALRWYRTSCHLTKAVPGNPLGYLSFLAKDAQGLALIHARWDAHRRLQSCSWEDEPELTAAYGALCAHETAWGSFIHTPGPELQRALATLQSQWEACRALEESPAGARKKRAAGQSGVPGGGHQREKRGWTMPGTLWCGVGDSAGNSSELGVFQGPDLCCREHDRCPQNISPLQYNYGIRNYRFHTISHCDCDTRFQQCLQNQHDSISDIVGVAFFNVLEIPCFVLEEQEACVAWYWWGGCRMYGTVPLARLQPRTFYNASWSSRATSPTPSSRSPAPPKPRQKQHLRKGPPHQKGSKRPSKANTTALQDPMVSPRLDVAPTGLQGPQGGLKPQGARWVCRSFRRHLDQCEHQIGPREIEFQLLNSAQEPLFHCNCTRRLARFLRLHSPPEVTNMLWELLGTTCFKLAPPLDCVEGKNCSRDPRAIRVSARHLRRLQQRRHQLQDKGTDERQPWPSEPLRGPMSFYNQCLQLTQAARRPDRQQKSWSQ
hgDAF-12 ag – activates the H. glycines DAF-12 receptor ligand-binding domain | AID 687014 | 370,000 compounds, 1.8% hits | activation, % at 6.8 µM | HEK293 GAL4-hgDAF12 UAS-luciferase reporter, agonist luminescence; normalized to butyrate control;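 active = activation above a cutoff set at the mean of all screened compounds plus 3 SD, cut at about 10% in these data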;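 note: 0% = DMSO wells and 100% = sodium butyrate wells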
DAX1 inh-1 – inhibitors of DAX1 repression of SF-1 activated StAR promoter; HEK293T StAR-luciferase reporter, SF-1/DAX-1 repression relief; inhibition, % at 6.8 µM; 370,000 compounds, 1.1% hits; AID 652010;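 active = inhibition above the mean over all tested compounds plus 3 SD, cut at about 3.6% in these data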;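 note: 0% = DAX-1 cells with DMSO and 100% = cells lacking DAX-1 with DMSO; higher inhibition means more luminescence from relief of DAX-1 repression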
DAX1 inh-2 – NR0B1 (DAX1) inhibition | 340,000 compounds, 0.99% hits | HEK293 Gal4-DAX1 luciferase reporter, luminescence | inhibition, % at 6.75 µM | P51843 | AID 504766;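 active = inhibition above the mean over all tested compounds plus 3 SD, cut at about 4.2% in these data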;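 note: 0% = DAX1-transfected cells with DMSO and 100% = empty-vector control cells with DMSO; inhibition shows as a rise in luminescence from relieved DAX1 repression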
Target sequence (P51843 207-470 limits assumed): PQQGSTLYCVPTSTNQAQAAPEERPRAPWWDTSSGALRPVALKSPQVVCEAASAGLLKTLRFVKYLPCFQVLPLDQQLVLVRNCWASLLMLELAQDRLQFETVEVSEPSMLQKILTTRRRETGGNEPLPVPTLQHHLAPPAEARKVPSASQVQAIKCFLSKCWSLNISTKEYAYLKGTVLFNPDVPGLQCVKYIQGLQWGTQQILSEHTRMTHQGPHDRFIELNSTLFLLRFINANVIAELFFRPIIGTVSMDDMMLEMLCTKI
hcDAF12 agonist – H. contortus DAF-12 activation, primary screen | HEK293 hcDAF-12 lit1-tk-luc reporter, luminescence; 0% DMSO, 100% Δ7-dafachronic acid | activation, % at 6.8 µM | 370,000 compounds, 1.4% hits | AID 652067;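 active = activation above the mean of all tested compounds plus 3 SD, cut at about 5.5% in these data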;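 note: 100% = response to 3 µM Δ7-dafachronic acid high control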
ssDAF12 agonist – S. stercoralis DAF-12 activation, primary screen; AID 652126; 370,000 compounds, 1% hits; activation, % at 6.8 µM; HEK293 ssDAF-12/GRIP1 lit1-tk-luc reporter, luminescence; % of 3 µM dafachronic acid response;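 active = activation above the mean over all tested compounds plus 3 SD, cut at about 0.9% in these data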;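 note: 0% = DMSO-only wells and 100% = 3 µM delta7-dafachronic acid wells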
NR1D1 modulator – modulates human Rev-erb alpha binding to DNA. Rev-erbα–FITC-DNA binding, fluorescence polarization, 90 min. activity, % at 10 µM. 370,000 compounds, 0.79% hits;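 active = activity above about 14%, limit read from the data; passing the limit was not always enough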;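 note: 0% = DMSO wells with 35 nM protein and 100% = DMSO wells with 750 nM protein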
SMARCA2 act – increases SMARCA2 function in MMTV reporter cells; 370,000 compounds, 1% hits; AID 652017; MG213 cells, MMTV-luciferase reporter, dexamethasone, overnight; activation, % at 9.1 µM; in the data active = activation above about 7.8%;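 note: 0% = vehicle wells and 100% = reference activator wells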
Starred values were filed as active, the others as inactive; i = inactive; x = not tested or not shown.

smiles,PG9 binder,GAA850 FXN act,PLCb3 inh,HGIII-sPLA2 inh,hgDAF-12 ag,DAX1 inh-1,DAX1 inh-2,hcDAF12 agonist,ssDAF12 agonist,NR1D1 modulator,SMARCA2 act
Fc1ccc(C2c3[nH]c4ccccc4c3CCN2Cc2ccoc2)cc1 (stereo unspecified),-1.8,-0.3,-37,-4,4.7,-0.9,3.4,1.8,-0.1,-2,2
COc1ccc(C(=O)N/N=C2\CCS(=O)(=O)c3ccc(F)cc32)cc1OC,-1.5,-3.2,-5,-11,-0.1,-1.4,0.1,-0.4,-2.0,-1,1
COC(=O)CCCn1c(C)cc(C(=O)CCl)c1C,0.2,-3.1,-2,4,1.3,-0.3,-1.1,-0.1,-1.6,-6,4
Cc1ccccc1CN1CCN(c2ccc(S(=O)(=O)N3CCCC3)cn2)CC1,-0.4,-1.7,-5,-5,2.7,-0.2,-1.2,0.1,-1.4,-1,-3
CCOC(=O)c1[nH]c(=O)c2ccccc2c1O,-4.3,0.4,-96,1,-2.3,0.1,-0.4,-1.4,-1.9,3,2
Cc1ccc(CSc2nnc(CC(=O)Nc3ccc(C)cc3)n2C)cc1,-1.6,-2.7,-8,-1,-0.7,0.2,0.7,-0.3,-1.8,-7,-5
COc1ccc(Cn2cc(COC(=O)NCC(C)C)nn2)cc1,x,x,-2,0,3.4,-0.6,x,-1.5,-0.8,0,-2
Cc1cc(Cl)nc(-n2nc(C)cc2C)n1,-0.8,0.5,-4,0,-0.8,-0.2,x,0.8,-1.8,6,2
CC1(C(=O)NS(=O)(=O)c2cccc(C#N)c2)CCN1C(=O)Cc1ccccc1 (stereo unspecified),1.0,3.2,-6,8,-0.1,0.1,x,0.9,-0.6,-1,-3
CCOC(=O)c1cnn2c(N)c(C#N)nnc12,0.8,0.4,-32,-1,-2.4,0.5,1.3,-1.5,-0.8,-1,-2
CN(c1ccc(C(=O)Nc2ccc3c(c2)n(C)c(=O)n3C)cc1)S(C)(=O)=O,-2.6,0.7,-6,1,2.3,-0.3,1.6,2.2,-0.8,-4,-3
CC(C)[C@H](NC(N)=O)C(=O)NNC(=O)COc1cccc(C(F)(F)F)c1,0.1,0.2,-2,-2,0.1,0.6,6.5*,-0.9,-2.2,3,-3
Cc1onc(-c2c(F)cccc2Cl)c1C(=O)NCCc1ccncc1,1.4,0.8,-7,2,-1.1,-0.5,2.3,-0.3,-0.8,5,-2
O=C(NCCN1CCOCC1)c1ccc(NC(=O)C2COc3ccccc3O2)cc1 (stereo unspecified),0.7,1.6,-6,0,-2.1,0.8,-0.5,-0.9,-1.2,-4,0
CCN(CC(=O)Nc1c(F)cccc1F)C(=O)c1ccc2c(c1)S(=O)(=O)N=C1CCCCCN12,2.2,1.1,-3,3,1.4,0.1,-0.2,-2.2,-1.4,4,-1
Cc1ccc(NC(=O)c2cc(S(=O)(=O)N3CCOCC3)ccc2F)c(C)c1,-2.3,2.1,0,3,0.0,-0.4,1.7,-0.7,-1.1,2,-2
Cc1ccc(C(=O)N/C(=C\c2cccnc2)c2nc3ccccc3[nH]2)cc1,-2.2,-1.1,-28,16,-1.4,0.7,1.7,0.6,-1.8,-3,0
CCCCn1c(N)c(N(CCOC)C(=O)CSc2nnc(-c3ccncc3)n2CCC)c(=O)[nH]c1=O,0.1,0.9,-3,3,2.7,1.2,-0.3,-1.8,-0.8,3,-1
COCCCn1c(=O)/c(=C/c2ccccc2OC(F)F)s/c1=C(\C#N)C(=O)NCCOC,0.0,2.9,-3,1,2.1,-0.8,0.3,0.3,-1.5,3,-3
O=C(CSc1nncs1)NC(=O)Nc1ccc2c(c1)OCCO2,0.8,6.9,-9,-2,12*,1.8,2.9,2.0,-0.7,3,4
O=C(N[C@@H](Cc1cccnc1)C(=O)N1CCC[C@H]1C(=O)NCc1ccccc1)c1ccccc1,0.1,x,0,4,3.3,0.6,x,-1.5,-0.2,0,-1
C=CCC(NCc1ccccc1)c1ccc(Cl)cc1 (stereo unspecified),-2.9,3.2,3,3,-2.1,0.7,0.3,-0.9,-0.9,-2,-1
CCOc1ccc(N(CC(=O)Nc2ccc(OC)cc2)C2=NC3CS(=O)(=O)CC3S2)cc1 (stereo unspecified),-2.1,0.3,2,-4,2.9,-0.8,4.0,1.7,-0.7,-3,-1
CCc1nc2c(OCc3ccc4c(c3)OCO4)cccn2c1N(C=O)Cc1ccc(OC)cc1,0.1,0.5,1,-3,2.2,-1.4,x,1.6,-1.1,10,-3
CCOC(=O)C(=O)Cc1nc(OCc2ccccc2)cc(OCc2ccccc2)n1,2.4,1.3,-6,6,1.8,-0.2,1.8,-0.6,-0.4,-5,-3
O=S1(=O)CC(N2CCN(c3ccccn3)CC2)CN1Cc1ccccc1 (stereo unspecified),-1.5,x,-1,14,-0.6,1.1,x,-0.1,-1.0,3,-4
Cc1ccc(S(=O)(=O)c2cn(C)c3cc(N4CCOCC4)c(F)cc3c2=O)cc1,0.2,-0.7,-80,1,-1.6,-0.8,0.0,-1.8,-0.9,-3,-1
O=C(COc1coc(CN2CCc3ccccc32)cc1=O)Nc1cccc(F)c1,-1.0,-0.1,-3,-6,-3.4,0.7,0.0,1.6,-0.8,-1,-1
Cc1ccccc1CC(=O)Nc1ccc2c(c1)c(=O)n(C)n2-c1cccs1,-0.5,1.0,-38,9,-0.7,0.1,x,1.7,-1.1,1,0
COc1ccc(OCC(=O)N2CCc3c([nH]c4ccccc34)C2c2ccccn2)cc1 (stereo unspecified),-1.9,3.3,-10,-17,3.4,-0.4,-1.1,-0.3,-1.6,-1,1
COc1ccc(CNC(=O)CCn2c(C)csc2=O)cc1,-0.7,0.6,-1,-6,1.0,1.3,0.9,-0.7,-0.9,-5,-1
Cc1cc(N2CCN(c3ccccc3F)CC2)nc2cc(O)ccc12,0.5,4.7,i,-41,2.8,0.3,0.9,-0.5,-1.1,10,3
CN(CC(=O)Nc1ccccc1Cl)C(=O)C1CSC2(C)CCC(=O)N12 (stereo unspecified),0.8,1.0,-3,3,-0.8,1.5,0.1,1.2,-1.2,-4,-1
CC1=C(C(=O)N(C(C)C)C(C)C)CC(CC(=O)NCc2ccco2)C(=O)N1CCC1=CCCCC1 (stereo unspecified),0.3,x,3,-6,-0.7,-0.3,x,1.8,-1.6,2,-2
O=C(Nc1cccc(S(=O)(=O)N2CCOCC2)c1)c1ccc(=O)[nH]c1,0.1,0.1,2,-8,-0.4,-0.3,1.2,0.3,-1.0,4,-4
COc1ccc(NC(=O)c2cccc(Cn3cc(Br)c([N+](=O)[O-])n3)c2)c(C)c1,0.9,0.4,0,-2,-0.3,0.3,-1.7,1.8,-1.1,0,1
Cc1c(NC(=O)CSc2nc3ccccc3[nH]2)c(=O)n(-c2ccccc2)n1C,-1.0,-1.1,8,2,-1.0,-0.2,0.9,-0.2,-0.7,-7,-4
CCN(CCO)c1nc(N2CCCCC2)c2cnn(C)c2n1,0.4,3.6,-6,15,-2.0,-0.8,0.4,-2.6,-1.3,-2,-2
Cc1cccc(NC(=O)Nc2ccccn2)c1C,0.4,7.1,-5,-1,0.1,0.8,3.0,0.2,-0.6,1,5
Cc1noc(C)c1COC(=O)CCc1nc2ccccc2c(=O)[nH]1,0.7,1.2,-1,8,-2.0,0.6,2.1,3.3,-0.5,-1,-6
O=C(Nn1cnnc1)c1ccc([N+](=O)[O-])cc1Cl,-1.1,0.9,-4,21*,-0.8,1.5,0.0,4.5,-0.5,-2,-5
Cc1c(C)n(C)c2ccc(C(=O)NCCCN3CCCCC3)cc12,-2.7,0.4,-31,0,0.6,1.1,0.3,0.9,-0.8,-1,-3
CC(=O)c1cc(C(=O)Nc2ccccc2C(=O)O)oc1C,-0.5,1.3,2,5,0.9,-0.3,0.2,-0.7,-0.9,-3,3
CCn1cc(C(=O)OCC(=O)c2cc(C)n(-c3ccccc3F)c2C)c(=O)c2ccc(C)nc21,-1.5,-1.5,-1,1,-2.6,-0.2,1.6,-1.9,-1.6,2,-1
O=C(Nc1ccc2c(c1)OCCO2)c1ccc(S(=O)(=O)N2CCCCC2)cc1,-2.6,1.7,2,-4,1.1,0.1,0.7,-0.8,-1.8,-3,0
CCCn1nc(C(=O)Nc2cccc(S(=O)(=O)N(C)c3ccccc3)c2)c2ccccc2c1=O,-3.4,-0.9,-2,-11,-0.1,0.3,-0.4,1.6,-1.3,10,3
COc1ccc(-c2cn[nH]c2-c2ccc(O)cc2O)cc1,0.5,-2.4,-11,-43,6.1,-0.5,1.5,-3.1,-2.0,9,-3
CN(C)/C=N/c1sc2c(c1C(N)=O)CCCC2,-2.7,-0.3,2,0,1.2,1.7,0.6,-0.2,-1.6,-2,-1

Already shown: an excerpt of the list.
smiles,PG9 binder,GAA850 FXN act,PLCb3 inh,HGIII-sPLA2 inh,hgDAF-12 ag,DAX1 inh-1,DAX1 inh-2,hcDAF12 agonist,ssDAF12 agonist,NR1D1 modulator,SMARCA2 act
O=C(Nn1cnnc1)c1ccc([N+](=O)[O-])cc1Cl,-1.1,0.9,-4,21*,-0.8,1.5,0.0,4.5,-0.5,-2,-5
Cc1c(C)n(C)c2ccc(C(=O)NCCCN3CCCCC3)cc12,-2.7,0.4,-31,0,0.6,1.1,0.3,0.9,-0.8,-1,-3
CC(=O)c1cc(C(=O)Nc2ccccc2C(=O)O)oc1C,-0.5,1.3,2,5,0.9,-0.3,0.2,-0.7,-0.9,-3,3

(continued)
smiles,PG9 binder,GAA850 FXN act,PLCb3 inh,HGIII-sPLA2 inh,hgDAF-12 ag,DAX1 inh-1,DAX1 inh-2,hcDAF12 agonist,ssDAF12 agonist,NR1D1 modulator,SMARCA2 act
O=C(O)CCN1C(=O)c2ccc(NC(=O)C(c3ccccc3)c3ccccc3)cc2C1=O,3.7,-1.5,i,2,-1.7,0.9,-1.0,-1.4,-1.0,-1,-5
COC1CCN(C(=O)c2cc(COc3cc(C)ccc3C)on2)CC1,0.3,1.1,2,-4,1.9,0.0,1.3,-1.7,-0.8,-3,-1
CC(C)(C)OC(=O)NCCc1nnc(SCC(N)=O)o1,-0.5,3.1,3,8,0.0,-0.5,-0.1,-1.8,-1.1,-2,0
CCNC(=S)N/N=C/c1ccc(OCC(=O)Nc2ccc(OC)cc2)c(OC)c1,-2.9,-4.5,17*,-4,-7.5,-2.0,-2.5,-5.1,-2.3,1,-5
CSc1ncccc1C(=O)OCc1ccc(C#N)cc1,9.8*,1.8,1,-2,1.1,0.2,-0.1,-1.9,-1.1,2,-1
O=C(CCC(=O)N1CCOc2ccccc21)NCCN1CCOCC1,-1.6,1.3,1,3,3.3,0.8,0.5,0.3,-1.2,1,0
Cc1nc(NC(=O)c2oc3ccccc3c2C)sc1C(=O)N(C)C,1.3,7.8*,-82,0,8.4,1.2,-0.4,0.4,0.0,4,4
